Rin1 Abl inh = inhibitors of Rin1-Abl protein binding, primary screen, biochemical, TR-FRET. Tyrosine-protein kinase ABL1 (Homo sapiens) + Ras and Rab interactor 1 (Homo sapiens), …. inhibition, % at 7.35 µM. 0.4% of 360,000 active. AID 588664, 2011; in the data active means inhibition above about 5%, passing the limit was not always enough
bovine MsrA act = bovine MsrA enzyme activators, primary screen, biochemical, absorbance, HTS; activation, % at 10.6 µM; Methionine sulfoxide reductase A (Bos taurus); purified bovine MsrA, absorbance read-out; 0.3% of 360,000 active; in the data active means activation above about 7.5%;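 further: 0% = vehicle and 100% = reference activator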
MLLE-PAM2 inh = inhibitors of PABP1 MLLE–PAM2 peptide binding, primary screen, biochemical, fluorescence polarization, FITC-PAM2, GST-MLLE. Polyadenylate-binding protein 1 (Homo sapiens), P11940. inhibition, % at 20 µM. 0.36% of 360,000 active; in the data active means inhibition above about 35%, passing the limit was not always enough;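 further: plate controls were DMSO wells with GST-MLLE for no effect and wells lacking GST-MLLE protein for full effect; some results filed as inactive read as strong as hits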
FAS-TE inh = FAS thioesterase domain inhibitors, primary screen, biochemical, fluorescence intensity, uHTS; inhibition, % at 15 µM; recombinant FAS-TE, OMFH fluorogenic substrate, fluorescence endpoint; 0.67% of 360,000 active; Fatty acid synthase (Homo sapiens), P49327;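 active means compounds whose normalised, plate-corrected inhibition of enzyme fluorescence in the single-dose primary screen is 50% or more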;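 further: 0% = DMSO with enzyme and 100% = substrate without enzyme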
eLon inh = inhibitors of E. coli Lon protease, primary screen, biochemical, fluorescence polarization. purified E. coli Lon protease. inhibition, % at 7.94 µM. 0.42% of 360,000 active; in the data active means inhibition above about 13%, passing the limit was not always enough;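 further: 0% = enzyme with probe and DMSO and 100% = no enzyme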
CSN deneddyl inh = inhibitors of CSN-mediated cullin deneddylation, primary screen, biochemical, fluorescence polarization, uHTS; Purified CSN, SCF-Nedd8-OG deneddylation; COP9 signalosome complex subunit 5 (Homo sapiens), Q92905; 0.38% of 360,000 active; AID 651999, 2013; inhibition, % at 12.5 µM;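 active means pattern-corrected inhibition above about 35%, with an unprinted fluorescence ratio check between 0.5 and 1.5, limit read from the data, passing the limit was not always enough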;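 further: 0% = enzyme with substrate and 100% = substrate without enzyme; some results filed as inactive read as strong as hits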
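Assay system: HEK293T-derived human Csn5 enzyme; quantity: 0.24 nM enzyme; medium: Tris/NaCl/DTT buffer, pH 7.5; also added: substrate SCFSkp2-Nedd8OG, 10 nM; doses: 12.5 µM compound; schedule: 90 min reaction at room temperature; signal: FP; read-out: % inhibition of substrate cleavage by Csn5; benchmarks: substrate-only high control, full reaction low control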
Tb MetRS inh = T. brucei MetRS inhibitors, primary screen, biochemical, luminescence. methionyl-tRNA synthetase (Trypanosoma brucei brucei). purified T. brucei MetRS, ATP depletion, Kinase-Glo luminescence. inhibition, % at 11.9 µM. 0.4% of 360,000 active;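 active means inhibition above a per-plate cutoff of the control wells' mean inhibition plus 3 SD, cut at about 5.5% in these data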;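 further: 0% = DMSO wells median and 100% = median of wells with control inhibitor compound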
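System: purified T. brucei MetRS enzyme / Detection: Kinase-Glo luciferase luminescence reporting remaining unconsumed ATP / Medium: HEPES buffer with MgCl2, KCl, DTT, spermine, BSA, pyrophosphatase / Replication: singlicate, one well per compound / Evaluation: percent inhibition relative to median high and low control wells / Schedule: 2 h aminoacylation at 25 °C after 15 min preincubation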
Neddylation inh = inhibitors of cullin neddylation, primary screen, biochemical, TR-FRET, uHTS, NAE and Ubc12. 0.58% of 360,000 active. AID 651699, 2012. NEDD8-conjugating enzyme Ubc12 (Homo sapiens) + NEDD8-activating enzyme E1 regulatory …. calls only at 25 µM; in the data active means inhibition above about 36%
MsrA inhibitor = bovine MsrA enzyme inhibitors, primary screen, biochemical, absorbance, HTS | 0.75% of 360,000 active | inhibition, % at 15.5 µM | AID 651718, 2012 | purified bovine MsrA, absorbance read-out | Methionine sulfoxide reductase A (Bos taurus); in the data active means inhibition above about 4.5%;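 further: 0% = vehicle wells with enzyme and 100% = reference inhibitor wells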
Numbers without * were called inactive.

How did Cc1cccc(N2CCN(C(=O)/C=C/c3cccs3)CC2)c1C do in these assays?
Rin1 Abl inh: -2; bovine MsrA act: -3; MLLE-PAM2 inh: 13; FAS-TE inh: 16; eLon inh: -5; CSN deneddyl inh: -17; Tb MetRS inh: -0.9; Neddylation inh: inactive; MsrA inhibitor: 0.0

What do the screens show for `CN(C)C(=O)c1cn(CCC#N)nc1-c1ccc2ccccc2c1`?
Rin1 Abl inh: -1; bovine MsrA act: -1; MLLE-PAM2 inh: -4; FAS-TE inh: -6; eLon inh: -9; CSN deneddyl inh: 4; Tb MetRS inh: -0.7; Neddylation inh: inactive; MsrA inhibitor: -0.6

How did COc1cc(CCC(=O)OCC(=O)Nc2ccc(Br)cc2F)cc(OC)c1OC do in these assays?
Rin1 Abl inh: 0; bovine MsrA act: -10; MLLE-PAM2 inh: -7; FAS-TE inh: 8; eLon inh: -5; CSN deneddyl inh: 2; Tb MetRS inh: -0.9; Neddylation inh: inactive; MsrA inhibitor: -0.5

What do the screens show for `CC(=O)NC1C(OCc2ccccc2)OC2COC(C)(C)OC2C1O` (centres undefined)?
Rin1 Abl inh: -1; bovine MsrA act: -1; MLLE-PAM2 inh: 9; FAS-TE inh: 1; eLon inh: -5; CSN deneddyl inh: 4; Tb MetRS inh: 0.1; Neddylation inh: inactive; MsrA inhibitor: 2.2

How did CC(NC(=O)c1ccco1)C(=O)NC(C)c1cc(F)c(Cl)cc1Cl (centres undefined) do in these assays?
Rin1 Abl inh: 0; bovine MsrA act: -4; MLLE-PAM2 inh: 8; FAS-TE inh: 0; eLon inh: 0; CSN deneddyl inh: 0; Tb MetRS inh: -0.1; Neddylation inh: inactive; MsrA inhibitor: 0.2

How did Cc1ccccc1CS(=O)(=O)CCC(=O)NCc1ccccn1 do in these assays?
Rin1 Abl inh: -3; bovine MsrA act: 2; MLLE-PAM2 inh: -12; FAS-TE inh: -5; eLon inh: 3; CSN deneddyl inh: 0; Tb MetRS inh: 0.9; Neddylation inh: inactive; MsrA inhibitor: 0.8

What do the screens show for `COc1ccc(-c2csc(NC(=S)NC(=O)c3cccs3)n2)cc1OC`?
Rin1 Abl inh: 5; bovine MsrA act: -2; MLLE-PAM2 inh: 21; FAS-TE inh: 12; eLon inh: -4; CSN deneddyl inh: 20; Tb MetRS inh: -0.5; Neddylation inh: inactive; MsrA inhibitor: 0.4

What do the screens show for `COc1cccc(CNC(=O)c2cc3c(C)nc4ccccc4c3o2)c1`?
Rin1 Abl inh: -1; bovine MsrA act: -1; MLLE-PAM2 inh: -5; FAS-TE inh: 4; eLon inh: -5; CSN deneddyl inh: 3; Tb MetRS inh: 1.3; Neddylation inh: inactive; MsrA inhibitor: 0.9

What do the screens show for `Cc1ccc(SCCC(=O)N/N=C/c2ccccc2O)cc1`?
Rin1 Abl inh: -3; bovine MsrA act: 0; MLLE-PAM2 inh: -2; FAS-TE inh: 17; eLon inh: 5; CSN deneddyl inh: -1; Tb MetRS inh: 18*; Neddylation inh: inactive; MsrA inhibitor: -0.6

What do the screens show for `CCc1nc(C)ccc1OCC(=O)N(CC)CC`?
Rin1 Abl inh: -2; bovine MsrA act: -2; MLLE-PAM2 inh: 6; FAS-TE inh: -9; eLon inh: -6; CSN deneddyl inh: -3; Tb MetRS inh: -0.8; Neddylation inh: inactive; MsrA inhibitor: 1.4

Results for COc1ccccc1-n1c(SCC(=O)Nc2cccc(C(=O)O)c2)nnc1-c1ccccc1O ?
Rin1 Abl inh: 2; bovine MsrA act: -1; MLLE-PAM2 inh: 5; FAS-TE inh: -3; eLon inh: -9; CSN deneddyl inh: 0; Tb MetRS inh: 0.3; Neddylation inh: inactive; MsrA inhibitor: 0.0

What do the screens show for `COc1ccc(Cn2c(C)c(C)c(C#N)c2NC(=O)Nc2cccc(C)c2)cc1`?
Rin1 Abl inh: -2; bovine MsrA act: -4; MLLE-PAM2 inh: -22; FAS-TE inh: -4; eLon inh: -2; CSN deneddyl inh: 6; Tb MetRS inh: -0.1; Neddylation inh: inactive; MsrA inhibitor: 1.2

Results for N#Cc1ccc(OCC(O)CN2CCC(C(O)(c3ccccc3)c3ccccc3)CC2)cc1 (centres undefined) ?
Rin1 Abl inh: 0; bovine MsrA act: 0; MLLE-PAM2 inh: 10; FAS-TE inh: -5; eLon inh: 2; CSN deneddyl inh: -3; Tb MetRS inh: -0.4; Neddylation inh: inactive; MsrA inhibitor: 0.0

Results for CC(C)Cn1c(N)c(C(=O)COC(=O)COc2cccc(C(F)(F)F)c2)c(=O)n(C)c1=O ?
Rin1 Abl inh: -1; bovine MsrA act: -2; MLLE-PAM2 inh: -3; FAS-TE inh: 15; eLon inh: -5; CSN deneddyl inh: 2; Tb MetRS inh: -0.2; Neddylation inh: inactive; MsrA inhibitor: -1.3

How did CCCCN(C(=O)CCC(=O)Nc1cc(C)on1)C(C(=O)NC1CCCC1)c1ccc(F)cc1 (centres undefined) do in these assays?
Rin1 Abl inh: 5; bovine MsrA act: -12; MLLE-PAM2 inh: -20; FAS-TE inh: 6; eLon inh: -4; CSN deneddyl inh: 1; Tb MetRS inh: -2.0; Neddylation inh: inactive; MsrA inhibitor: 0.6

How did CN1CCN(S(=O)(=O)c2cccs2)CC1 do in these assays?
Rin1 Abl inh: -1; bovine MsrA act: -5; MLLE-PAM2 inh: 4; FAS-TE inh: -3; eLon inh: -13; CSN deneddyl inh: -12; Tb MetRS inh: -0.7; Neddylation inh: inactive; MsrA inhibitor: -0.4

Results for COc1ccc(C(=O)NC(=S)N2CCOCC2)cc1OC ?
Rin1 Abl inh: -2; bovine MsrA act: -12; MLLE-PAM2 inh: 12; FAS-TE inh: -6; eLon inh: 1; CSN deneddyl inh: -2; Tb MetRS inh: -1.0; Neddylation inh: inactive; MsrA inhibitor: 0.8

Results for CN(C)S(=O)(=O)c1cc(NC(=O)COC(=O)/C=C/c2ccco2)ccc1Cl ?
Rin1 Abl inh: 0; bovine MsrA act: -9; MLLE-PAM2 inh: -18; FAS-TE inh: 2; eLon inh: -16; CSN deneddyl inh: 18; Tb MetRS inh: -1.0; Neddylation inh: inactive; MsrA inhibitor: -0.1

Results for CCOc1ccc(NC(=O)CSc2ccc3nnc(-c4ccccn4)n3n2)cc1 ?
Rin1 Abl inh: 0; bovine MsrA act: -1; MLLE-PAM2 inh: 0; FAS-TE inh: -4; eLon inh: -2; CSN deneddyl inh: 0; Tb MetRS inh: -0.3; Neddylation inh: inactive; MsrA inhibitor: 1.7

What do the screens show for `Cc1nn(C)c(C(=O)N/N=C/c2cccc3ccccc23)c1Cl`?
Rin1 Abl inh: -2; bovine MsrA act: -3; MLLE-PAM2 inh: 1; FAS-TE inh: 3; eLon inh: 7; CSN deneddyl inh: -1; Tb MetRS inh: -0.9; Neddylation inh: inactive; MsrA inhibitor: 2.0

What do the screens show for `CC(=O)N/C(=C\c1ccc(F)cc1)C(=O)N(C)C`?
Rin1 Abl inh: 1; bovine MsrA act: -14; MLLE-PAM2 inh: 1; FAS-TE inh: -13; eLon inh: -5; CSN deneddyl inh: -20; Tb MetRS inh: -1.3; Neddylation inh: inactive; MsrA inhibitor: -0.5

What do the screens show for `CSCCC(NS(=O)(=O)c1ccc2c(c1)oc(=O)n2C)C(=O)NC1CCC(C)CC1` (centres undefined)?
Rin1 Abl inh: 2; bovine MsrA act: 4; MLLE-PAM2 inh: 3; FAS-TE inh: -4; eLon inh: -4; CSN deneddyl inh: -3; Tb MetRS inh: -0.2; Neddylation inh: inactive; MsrA inhibitor: -0.4

What do the screens show for `CC(C)(C)N1CCC1CN` (centres undefined)?
Rin1 Abl inh: 1; bovine MsrA act: -5; MLLE-PAM2 inh: 9; FAS-TE inh: -6; eLon inh: 4; CSN deneddyl inh: -3; Tb MetRS inh: 3.1; Neddylation inh: inactive; MsrA inhibitor: -0.2

Results for CCOCCCNC(=O)C(NC(=O)c1cnccn1)c1ccc(C)cc1 (centres undefined) ?
Rin1 Abl inh: 1; bovine MsrA act: -2; MLLE-PAM2 inh: -4; FAS-TE inh: -5; eLon inh: -10; CSN deneddyl inh: -2; Tb MetRS inh: -0.8; Neddylation inh: inactive; MsrA inhibitor: 0.3

What do the screens show for `C=CCn1c(SC(C)C(N)=O)nc2sc(CC)cc2c1=O` (centres undefined)?
Rin1 Abl inh: 2; bovine MsrA act: -8; MLLE-PAM2 inh: -2; FAS-TE inh: -4; eLon inh: -2; CSN deneddyl inh: -11; Tb MetRS inh: -0.4; Neddylation inh: inactive; MsrA inhibitor: 1.1

Results for CCOc1cc(-c2cc(N)n[nH]2)cc(OCC)c1OCC ?
Rin1 Abl inh: -1; bovine MsrA act: -1; MLLE-PAM2 inh: 20; FAS-TE inh: -4; eLon inh: -3; CSN deneddyl inh: 0; Tb MetRS inh: -0.1; Neddylation inh: inactive; MsrA inhibitor: -0.4

How did CC(=O)Nc1ccc(S(=O)(=O)c2cc(O)ccc2O)cc1 do in these assays?
Rin1 Abl inh: -1; bovine MsrA act: -12; MLLE-PAM2 inh: -9; FAS-TE inh: 0; eLon inh: -2; CSN deneddyl inh: 1; Tb MetRS inh: -1.1; Neddylation inh: inactive; MsrA inhibitor: -0.1

Results for COC(=O)c1ccc(NC(=S)N2CCN(Cc3cccc(C)c3)CC2)cc1 ?
Rin1 Abl inh: -3; bovine MsrA act: -4; MLLE-PAM2 inh: -86; FAS-TE inh: 8; eLon inh: -10; CSN deneddyl inh: -3; Tb MetRS inh: -0.6; Neddylation inh: inactive; MsrA inhibitor: -0.5

How did CCOC(=O)N1CCC(NC(=O)CS(=O)Cc2nc(-c3ccc(OC)c(OC)c3)oc2C)CC1 (centres undefined) do in these assays?
Rin1 Abl inh: -1; bovine MsrA act: -2; MLLE-PAM2 inh: 17; FAS-TE inh: -8; eLon inh: -9; CSN deneddyl inh: -2; Tb MetRS inh: -0.7; Neddylation inh: inactive; MsrA inhibitor: -0.2

Results for O=C(/C=C/c1c(F)cccc1Cl)c1ccc(F)cc1 ?
Rin1 Abl inh: -1; bovine MsrA act: -1; MLLE-PAM2 inh: 0; FAS-TE inh: 8; eLon inh: 3; CSN deneddyl inh: 11; Tb MetRS inh: 0.4; Neddylation inh: inactive; MsrA inhibitor: 1.6

Results for Cc1cc(C(=O)CN2CCC(C)CC2)c(C)n1-c1ccc(F)cc1 ?
Rin1 Abl inh: 2; bovine MsrA act: -5; MLLE-PAM2 inh: -15; FAS-TE inh: -2; eLon inh: 5; CSN deneddyl inh: -4; Tb MetRS inh: -0.6; Neddylation inh: inactive; MsrA inhibitor: 0.6

High-throughput results (PubChem BioAssay)
